Bioassay records (PubChem BioAssay)
MITF primary: human MITF inhibition, primary screen. AlphaScreen MITF homodimerization, bead proximity signal. inhibition, % at 2.6 µM. hit rate 0.91% among 650,000. AID 1259374; in the data active means inhibition above about 50%;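 further: 0% = vehicle wells with protein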
TEAD-YAP inh: TEAD-YAP interaction inhibition. HEK-TIYL cells, TEAD-Gal4/YAP UAS-luciferase luminescence. inhibition, % at 9.12 µM. hit rate 1.4% among 640,000. AID 1259422; in the data active means inhibition above about 32%;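 further: 0% = median of test compound wells and 100% = reference inhibitor wells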
GPR151 activ: human GPR151 activation; hit rate 1% among 650,000; activation, % at 11.2 µM; Q8TDV0; PathHunter beta-arrestin GPR151 cells, luminescence; in the data active means activation above about 4.9%;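 further: 0% = median of compound wells and 100% = cells with positive control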
FBW7 act: activators of human E3 ligase FBW7 | Q969H0 | AlphaScreen FBW7–phospho-cyclin E peptide binding, activator screen | normalized activity (activation), % at 26.1 µM | hit rate 0.13% among 650,000; in the data active means normalized activity above about 1.9%;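 further: purified mutant Fbw7 with reduced substrate affinity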
Target sequence (Q969H0 whole entry, looked up): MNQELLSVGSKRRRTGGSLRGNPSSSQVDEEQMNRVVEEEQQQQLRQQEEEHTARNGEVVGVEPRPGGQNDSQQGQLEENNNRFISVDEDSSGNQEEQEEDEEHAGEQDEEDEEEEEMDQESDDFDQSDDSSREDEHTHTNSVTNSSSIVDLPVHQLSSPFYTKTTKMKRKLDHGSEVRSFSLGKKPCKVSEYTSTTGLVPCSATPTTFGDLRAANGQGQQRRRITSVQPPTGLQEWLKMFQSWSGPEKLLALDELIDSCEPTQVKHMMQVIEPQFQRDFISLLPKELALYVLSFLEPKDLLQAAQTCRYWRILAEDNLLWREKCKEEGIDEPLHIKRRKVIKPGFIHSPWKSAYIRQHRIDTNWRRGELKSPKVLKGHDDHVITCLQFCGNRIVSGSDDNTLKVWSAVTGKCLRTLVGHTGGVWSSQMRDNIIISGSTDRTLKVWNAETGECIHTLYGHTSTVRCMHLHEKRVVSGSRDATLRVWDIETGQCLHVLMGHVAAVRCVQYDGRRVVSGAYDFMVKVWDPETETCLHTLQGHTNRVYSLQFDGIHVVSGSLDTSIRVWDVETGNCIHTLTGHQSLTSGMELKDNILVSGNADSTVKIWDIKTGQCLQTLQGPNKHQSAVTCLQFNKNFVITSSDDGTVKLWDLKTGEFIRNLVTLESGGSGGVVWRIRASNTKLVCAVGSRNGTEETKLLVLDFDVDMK
The depositor's hits bear a star.

Each structure is followed by: MITF primary	TEAD-YAP inh	GPR151 activ	FBW7 act
> CC(/C=C/c1ccccc1)=N\n1c(C)cc(C)c(C#N)c1=O
  19.0	11.4	0.5	0.2
> Cc1ccc(N(C)S(=O)(=O)c2nnc(NC(=O)c3ccccc3F)s2)cc1
  4.8	1.7	-1.4	-0.1
> CCC1CCCCN1C(=O)c1nn2c(C(F)(F)F)cc(-c3cccs3)nc2c1Cl (stereo not given)
  -3.1	6.8	1.9	-0.1
> COc1ccc(S(=O)(=O)NCCC2=CCCCC2)cc1Cl
  13.2	-2.8	0.9	0.2
> COc1ccccc1-n1cnc2scc(-c3ccc(Br)cc3)c2c1=O
  5.3	-8.0	1.3	0.0
> O=c1c2ccccc2ncn1-c1cccc(F)c1
  7.1	1.6	0.1	0.0
> NS(=O)(=O)c1ccc(CNC(=O)N2CCOCC2)cc1
  -0.1	1.8	-0.6	-0.3
> O=C1CN(C(=O)COC(=O)Cc2ccc(Br)cc2)c2ccccc2N1
  -2.2	1.4	-0.9	0.1
> CCCCN(CCCC)C1=C(C(=O)c2ccccc2)N(CC)S(=O)(=O)c2ccccc21
  3.7	13.6	-0.5	-0.2
> Cc1ccc(C)c(C(=O)NC2CC(C)(C)NC(C)(C)C2)c1
  -2.9	-3.6	2.5	-0.1
> O=C(CNC(=O)c1ccc(OC(F)F)cc1)OCC(=O)c1ccccc1F
  13.3	6.4	-0.2	0.4
> COc1ccc(/C=C2/SC(=S)N(C(C)C)C2=O)cc1OC
  0.2	-7.7	1.0	-0.1
> CN(Cc1c(C(=O)N2CCCCCCC2)nc2sccn12)C1CCOC1 (stereo not given)
  -2.8	-3.2	-1.2	-0.1
> COc1ccc(O)c(/C=N/NC(=O)C(c2ccccc2)c2ccccc2)c1
  2.9	20.2	-0.9	0.2
> CCn1ccnc1C(O)c1ccc(N(C)C)cc1 (stereo not given)
  3.1	-8.3	-1.0	-0.2
> CCOC(=O)Cn1nnnc1C(C)N1CCN(c2ccc(OC)cc2)CC1 (stereo not given)
  11.8	11.1	2.2	0.0
> CCOC(=O)c1ccc(N2C(=O)CC(N3CCC(C)CC3)C2=O)cc1 (stereo not given)
  7.8	-2.3	-1.0	-0.3
> Nn1c(SCC(=O)c2ccc([N+](=O)[O-])cc2)nc2ccccc2c1=O
  15.3	-6.8	-1.4	0.0
> CCc1cccc(C)c1N1C(=O)c2ccncc2C1=O
  5.1	-6.8	-0.3	0.1
> COc1ccccc1N1CCN(C(=O)c2ccc(N3CC4CC(C3)c3cccc(=O)n3C4)c(NC(=O)CCN3CCOCC3)c2)CC1 (stereo not given)
  1.0	-1.4	0.9	0.1

Following part
Each structure is followed by: MITF primary	TEAD-YAP inh	GPR151 activ	FBW7 act
> COCCN1C(=O)c2cc(C(=O)Nc3ccc(F)cc3)ccc2C1Nc1ccc(F)cc1 (stereo not given)
  -6.6	-9.1	-0.6	0.1
> CC(C)(C)n1nc2c(c1NC(=O)c1cc(Cl)ccc1Cl)CSC2
  4.0	3.3	-0.8	0.0
> COc1cc2c(cc1OC)C(C(=O)NCCN(C)C)C1c3ccccc3CCN1C2=O (stereo not given)
  7.4	9.1	-0.7	0.7
> CC(=O)c1ccc(OCC(=O)NC2=NCCS2)cc1
  -1.9	-12.2	-1.5	-0.1
> O=[N+]([O-])c1cc(-c2n[nH]c(-c3ccccc3)n2)cc([N+](=O)[O-])c1
  6.5	5.4	-0.3	-0.1
> COc1ccccc1NC(=O)CNC(=O)c1ccccc1Cl
  -1.4	12.5	-0.9	0.0
> COC(=O)C(=Cc1ccc(OCc2ccc([N+](=O)[O-])cc2)c(OC)c1)C(=O)OC
  4.3	-21.6	-0.2	-0.1
> CC(=O)C1=C(O)C(=O)N(CCC(=O)O)C1c1ccccc1[N+](=O)[O-] (stereo not given)
  14.1	-6.2	0.5	0.5
> Cc1cc(C)n(Cc2cccc(C(=O)N/N=C/c3ccccc3O)c2)n1
  -13.4	-43.1	0.3	-0.1
> CC(NC(=O)c1ccncc1)c1nc(-c2cccnc2)n[nH]1 (stereo not given)
  2.7	6.9	0.2	0.1
> O=C1c2cc(S(=O)(=O)NCc3ccco3)ccc2-c2ccc(S(=O)(=O)NCc3ccco3)cc21
  -5.1	9.3	1.1	0.0
> CCc1ccccc1NC(=O)c1ccc(F)c(S(=O)(=O)N2CCC(C)CC2)c1
  16.6	6.5	0.8	0.1
> O=C(Cc1cccc(F)c1)NCC(c1cccs1)N1CCOCC1 (stereo not given)
  15.4	-0.7	-1.1	0.3
> COc1ccc(CC(=O)NCc2nnc(SCC(=O)N3CCc4ccccc43)n2-c2ccccc2OC)cc1
  4.0	-0.2	2.0	-0.1
> Cc1ccc(Cl)cc1NC(=O)COc1cc(C)c(Cl)c(C)c1
  5.8	7.9	0.2	-0.1
> COc1cc(OC)cc(C(=O)N2CCN=C2c2ccccc2)c1
  6.4	-10.3	1.2	0.0
> CC(=O)OCC1OC(OC(C)(C)C)C(OC(C)=O)C(OC(C)=O)C1OC(C)=O (stereo not given)
  1.6	3.9	0.6	-0.1
> CCCCOC(=O)CSC1=C(C#N)C(c2ccc([N+](=O)[O-])cc2)CC(=O)N1 (stereo not given)
  7.5	0.6	0.0	-0.1
> COc1cccc(/C=N/NC(=O)CCN2CCN(C)CC2)c1
  42.7	2.4	0.0	0.8
> O=C(CSc1ncccn1)N1N=C(c2cccs2)CC1c1ccc(F)cc1 (stereo not given)
  3.1	2.4	-0.6	0.3

4 entries from above, arranged by length of the SMILES, rising:
Each structure is followed by: MITF primary	TEAD-YAP inh	GPR151 activ	FBW7 act
> CC(=O)c1ccc(OCC(=O)NC2=NCCS2)cc1
  -1.9	-12.2	-1.5	-0.1
> COc1ccc(O)c(/C=N/NC(=O)C(c2ccccc2)c2ccccc2)c1
  2.9	20.2	-0.9	0.2
> COC(=O)C(=Cc1ccc(OCc2ccc([N+](=O)[O-])cc2)c(OC)c1)C(=O)OC
  4.3	-21.6	-0.2	-0.1
> COc1ccc(CC(=O)NCc2nnc(SCC(=O)N3CCc4ccccc43)n2-c2ccccc2OC)cc1
  4.0	-0.2	2.0	-0.1

The results go on:
Each structure is followed by: MITF primary	TEAD-YAP inh	GPR151 activ	FBW7 act
> COc1cccc(N2C(=O)CN(C(=O)[C@H](CCSC)NC(C)=O)CC2C)c1 (stereo not given in full)
  2.1	-5.7	0.2	-0.2
> CC(C)(C)c1ccc(C(=O)NNC(=O)c2cccnc2)cc1
  12.2	-16.9	0.0	0.9
> CCCSC1=C(C#N)C(c2cccc([N+](=O)[O-])c2)CC(=O)N1 (stereo not given)
  13.1	8.6	-0.2	0.0
> Cc1nc2ccc(N3C(=O)CCC3=O)cc2[nH]1
  -2.5	1.6	0.3	0.0
> N#CC(C#N)=Cc1cn(CCC(=O)O)nc1-c1ccc(Br)cc1
  -3.1	-4.9	-1.1	0.3
> NCC(=O)N1CC(C(=O)Nc2nc3ccc(-c4cn[nH]c4)cc3s2)C(c2ccccc2)C1 (stereo not given)
  -10.7	9.3	-1.6	0.0
> CCN(CC)C(=O)CSc1nc(O)cc(=O)n1-c1ccc(Cl)c(Cl)c1
  -12.3	5.3	-1.6	1.2
> C=CCn1c(=O)c(Cc2ccccc2)c(O)c2ccccc21
  -6.4	1.6	-1.2	-0.1
> COc1ccc(-c2ccc(/C=C3\C(=O)N(c4ccc(Cl)c(Cl)c4)N=C3C)o2)cc1[N+](=O)[O-]
  4.5	1.3	-0.1	-0.1
> COC(=O)c1ccc(OCC(O)CN2C(=O)NC(C)(C)C2=O)cc1 (stereo not given)
  -7.3	-7.8	1.1	-0.1
> N#Cc1cccc(CN2CCC(=O)N(Cc3ccccc3)CC2)c1
  5.8	5.2	-0.3	0.0
> Cc1ccc(C2c3sc(=O)[nH]c3SC3C(=O)NC(=O)C32)cc1 (stereo not given)
  11.9	6.7	1.0	-0.1
> CC1=C(C(=O)OCCc2ccccc2)C(c2ccc(C)cc2)C2=C(CCCC2=O)N1 (stereo not given)
  -7.5	1.8	0.1	-0.3
> Cc1ccc(-c2cncc(-c3cc(NCCC#N)nc(C)n3)c2)cc1
  5.6	-0.7	1.7	0.0
> Nc1ccccc1C(=O)N1CCN(c2ccc(F)cc2)CC1
  1.7	-0.4	-1.3	-0.1
> Cc1cc(C)nc(CNc2nncc(-c3cccc(Cl)c3)n2)n1
  5.7	6.1	2.3	0.1
> O=S(=O)(NCCc1csc(-c2cccc(F)c2)n1)c1ccccc1Cl
  -5.3	-4.8	0.1	-0.1
> CCOc1ccc(C(=S)N2CCN(CCO)CC2)cc1OC
  6.4	12.4	0.4	-0.2
> C=CCN1C(=O)C(O)(CC(=O)c2cccs2)c2ccccc21 (stereo not given)
  -9.6	8.6	0.5	0.0
> O=C1NC(=O)N(Cc2ccccc2Cl)C(=O)/C1=C/N1CCc2ccccc21
  9.1	-4.5	1.4	-0.4

(listing goes on)
Each structure is followed by: MITF primary	TEAD-YAP inh	GPR151 activ	FBW7 act
> COc1cccc(C(=O)NC2(C(F)(F)F)NC(=O)N(Cc3ccccc3)C2=O)c1 (stereo not given)
  5.2	2.1	-1.0	0.1
> CC(=O)c1ccc(NC(=O)CCn2nc(C)c(C)c2C)cc1
  -6.7	-5.6	1.5	0.1
> CC1=C/C(=N\NC(=O)c2ccncc2)CC(C)(C)C1
  11.0	15.4	-0.4	0.2
> CCOc1ccccc1C1C(C#N)=C(N)Oc2c1oc(CO)cc2=O (stereo not given)
  4.9	9.6	3.3	0.0
> Cc1ccc2nc(-c3ccc(O)cc3)[nH]c2c1
  8.7	43.6*	-11.0	-0.2
> COc1cc(NC(=O)COc2ccc(C(C)C)c(C)c2)c(OC)cc1Cl
  12.7	9.7	-1.5	0.7
> COc1ccc(S(=O)(=O)N(CC(=O)Nc2ccc3c(c2)OCO3)c2ccc(Cl)cc2)cc1
  11.0	9.9	-2.0	-0.1
> CCCCSc1nnc(C)c2cnn(-c3ccccc3OC)c12
  18.9	5.0	-2.0	0.2
> O=c1nc(SCc2ccc(Br)cc2)c2c(n1CC1CCCO1)CCCC2 (stereo not given)
  13.6	-1.2	0.1	0.6
> Cc1ccccc1N(CC(=O)Nc1ccc(F)cc1)S(=O)(=O)c1ccccc1
  -25.5	2.8	-0.3	0.3
> CN(C)CCNC(=O)CCn1c(=O)c2cccn2c2cccnc21
  3.0	-5.9	-0.9	0.0
> Cc1cccc(C(=O)N2CCN3C(=O)CN(C)C(=O)[C@H]3C2)c1
  -3.9	2.3	-0.9	-0.1
> Cc1c(Cl)cccc1NC(=O)c1cc2nc(-c3ccc4c(c3)OCO4)cc(C(F)(F)F)n2n1
  -3.3	8.6	-0.2	-0.1
> Cc1cc(C(C)(C)C)cc(C)c1NS(C)(=O)=O
  3.8	-7.8	0.2	0.1
> CC(C)(C)n1nc2c(c1NC(=O)c1ccc3ccccc3c1)CSC2
  7.8	7.8	0.7	-0.1
> CC(C)(C)CN1CCNC(=O)C1CC(=O)NCc1ccccc1 (stereo not given)
  9.7	-0.1	-1.0	0.0
> N#Cc1cc(N)c(Nc2ccccc2)cc1C#N
  -0.3	-3.7	2.5	0.4
> COc1cc(NC(=O)c2ccco2)c(OC)cc1Br
  5.9	12.4	-0.5	-0.3
> O=C(O)CCSCc1cnn(-c2ccccc2)c1-n1cccc1
  8.1	4.0	0.9	0.0
> COc1ccc(Cl)cc1C(=O)Nc1ccc(C)c(-c2nc3ncccc3o2)c1
  -8.0	9.1	1.1	-0.1

(further entries)
Each structure is followed by: MITF primary	TEAD-YAP inh	GPR151 activ	FBW7 act
> S=c1nc(-c2ccccc2)n(Cc2ccco2)c2c1CCCC2
  8.4	-1.7	-1.8	-0.2
> N#CCCN(CCC#N)C(=O)c1cccc([N+](=O)[O-])c1
  7.4	0.6	2.7	0.0
> COC(=O)Nc1ccc(NC(=O)C23CC4CC(CC(C4)C2)C3)cc1
  -1.3	-41.4	1.4	-0.3
> O=C(Nc1cccnc1)c1cc(Br)ccc1Cl
  -2.4	0.2	1.7	-0.1
> O=C(CCCOc1ccc(Br)cc1)NCc1ccccc1
  0.1	2.4	2.3	-0.1
> O=C(c1ccc2c(=O)n(Cc3ccco3)c(=S)[nH]c2c1)N1CCN(c2cccc(Cl)c2)CC1
  6.6	-0.1	-0.8	0.2
> COC(=O)CN(C)C(=O)CC1(c2ccccc2C)CC(=O)N(Cc2cccnc2)C1=O (stereo not given)
  2.6	-10.8	1.4	-0.4
> COc1ccc(C2C(C#N)=C(N)Oc3n[nH]c(C)c32)cc1 (stereo not given)
  -6.9	5.4	0.2	0.1
> COCCCn1c(C)cc(C(=O)CSc2nnc(-c3ccccc3F)o2)c1C
  -12.3	8.5	-1.3	0.0
> CC(=O)N1CCN(Cc2ccc3c(c2)CN(C(=O)C2CCCCC2)CCO3)CC1
  1.1	2.3	2.5	-0.2
> O=C1c2ccccc2-c2onc3c(N4CCN(C5CCCCC5)CC4)cc(Nc4ccc5c(c4)OCCO5)c1c23
  17.0	-5.5	1.9	-0.1
